Screens (PubChem)
E coli WT exp – growth inhibitors of E. coli BW25113 wild type; OD600 absorbance; growth inhibition, % at 100 µM; 0.15% of 98,000 active;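 active means growth inhibition above about 50% at one test dose, limit read from the data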;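 further: growth measured after 20 h incubation at 37 °C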
DAT uptake mod – human DAT dopamine uptake with cocaine, either direction; Q01959; LLC-PK1 hDAT cells, [14C]-dopamine uptake with cocaine IC80; actives deviate in either direction; B-score at 10 µM; 1.3% of 110,000 active;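 active means Z score or B-score, a plate-position-corrected score, falls beyond the plate's 99.7% confidence bounds, in either direction; inactive means both scores lie inside the 99.7% bounds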;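 further: scored against the spread of the other compound wells on the same plate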
CYP2C9 inh – inhibitors of human CYP2C9; 20% of 96,000 active; CYP2C9 Supersomes, luciferin-H conversion, luminescence; P11712; inhibition, % at 5 µM;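 active means blocking of liver enzyme CYP2C9 beyond about 50% at 5 µM, limit read from the data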; further: values of inactives mirror those of a sister screen read the other way
PostGolgi yeast – growth inhibition of a yeast mutant, post-Golgi transport screen. 0.9% of 98,000 active. inhibition, % at 10 µM. post-Golgi transport phenotypic cell assay. AID 739;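 further: yeast cells grown in 1536-well plates; yeast grown about 18 h at 30C before absorbance read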
PTPN22 inh 2 – LYP (human) phosphatase inhibition; 0.21% of 96,000 active; inhibition, % at 2 µM; AID 640; Q9Y2R2; recombinant LYP catalytic domain, DiFMUP fluorescence;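 active means inhibition at 2 µM at or above a set limit, the screen mean plus 3 SD, cut at about 24% in these data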;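 further: 0% = DMSO with enzyme and 100% = enzyme fully blocked by orthovanadate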
PTK2B oligo ant – antagonists of human Pyk2 oligomerization; Q14289; Q293 cells, Pyk2 FERM NanoBiT luminescence; stronger effect = lower value; z-score (the deposit names both 25 µM and 10 µM); 0.83% of 99,000 active;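 active means Z-score of -3 or lower, scaled per plate to the spread of control and sample wells; inactive means z-score above -3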;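 further: negative z-score means lost luminescence so less FERM oligomerization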
Target sequence (Q14289 whole entry, looked up): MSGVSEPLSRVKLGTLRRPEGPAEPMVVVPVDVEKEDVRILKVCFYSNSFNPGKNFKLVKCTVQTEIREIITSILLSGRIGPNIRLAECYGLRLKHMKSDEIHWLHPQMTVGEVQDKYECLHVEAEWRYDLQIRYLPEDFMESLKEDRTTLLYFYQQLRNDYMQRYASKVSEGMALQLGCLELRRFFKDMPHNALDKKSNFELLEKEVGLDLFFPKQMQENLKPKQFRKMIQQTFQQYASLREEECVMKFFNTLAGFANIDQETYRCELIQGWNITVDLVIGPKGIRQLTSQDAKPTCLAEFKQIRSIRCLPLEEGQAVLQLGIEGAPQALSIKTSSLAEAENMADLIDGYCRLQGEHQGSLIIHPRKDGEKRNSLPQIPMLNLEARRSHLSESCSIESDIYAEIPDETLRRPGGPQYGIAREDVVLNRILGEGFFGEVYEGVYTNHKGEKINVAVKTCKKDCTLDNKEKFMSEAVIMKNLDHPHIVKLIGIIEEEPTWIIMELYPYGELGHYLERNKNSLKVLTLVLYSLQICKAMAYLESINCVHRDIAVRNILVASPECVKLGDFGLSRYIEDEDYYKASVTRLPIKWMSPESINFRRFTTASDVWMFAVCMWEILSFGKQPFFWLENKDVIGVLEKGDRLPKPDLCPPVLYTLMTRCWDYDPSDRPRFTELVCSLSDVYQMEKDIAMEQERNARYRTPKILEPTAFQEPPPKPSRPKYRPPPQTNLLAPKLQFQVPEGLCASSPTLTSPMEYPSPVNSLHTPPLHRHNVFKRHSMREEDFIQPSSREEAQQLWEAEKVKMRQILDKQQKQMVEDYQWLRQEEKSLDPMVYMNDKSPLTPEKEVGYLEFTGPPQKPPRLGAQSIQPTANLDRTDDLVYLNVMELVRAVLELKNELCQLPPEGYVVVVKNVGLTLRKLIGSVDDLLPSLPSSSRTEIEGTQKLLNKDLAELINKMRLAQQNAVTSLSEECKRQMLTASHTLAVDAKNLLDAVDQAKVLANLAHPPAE
CYP2C9 act – activators of human CYP2C9; recombinant CYP2C9, luciferin-H conversion, luminescence; stronger effect = higher value; factor 1 = untreated enzyme, 0 = blocked; activation factor at 5 µM; 1.4% of 96,000 active;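 active means activation factor of 2 or more for CYP2C9 at a 5 µM dose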;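 further: 0 = sulfaphenazole-blocked wells and 1 = vehicle-only wells; values of inactives mirror those of a sister screen read the other way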
LYP act – LYP (human) phosphatase activation; Q9Y2R2; recombinant LYP, DiFMUP fluorescence; 0 = plate median, 100 = signal doubled; activation, % at 2 µM; 0.11% of 96,000 active;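 active means activation at 2 µM above a set limit, the mean plus 5 SD, cut at about 37% in these data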
PostGolgi ctrl – growth of the yeast control strain, post-Golgi counter-screen | efflux-deficient yeast background strain, growth absorbance A615, 16 h | 5% of 98,000 active | AID 738 | inhibition, % at 10 µM
An asterisk follows results filed as active. Unless noted, no stated cut-off is given here; in the data, active means inhibition above about 30%; inactive means the rest.

What do the screens show for `COC(=O)Nc1ccc(S(=O)(=O)NCCO)cc1`?
E coli WT exp: 0.0; DAT uptake mod: -1.27; CYP2C9 inh: 6.0; PostGolgi yeast: -4.0; PTPN22 inh 2: 0.1; PTK2B oligo ant: -0.5; CYP2C9 act: 0.9; LYP act: -2.6; PostGolgi ctrl: 10.4

What do the screens show for `O=c1[nH]c2cc3c(cc2cc1CN(Cc1cccs1)Cc1nnnn1Cc1ccco1)OCCO3`?
E coli WT exp: -21.0; DAT uptake mod: 2.81; CYP2C9 inh: 32.1; PostGolgi yeast: -3.3; PTPN22 inh 2: 7.7; PTK2B oligo ant: 0.15; CYP2C9 act: 0.7; LYP act: -7.2; PostGolgi ctrl: 11.7

How did Cc1ccc(S(=O)(=O)N(C)Cc2nc(-c3ccccn3)no2)cc1 do in these assays?
E coli WT exp: 1.0; DAT uptake mod: -0.402; CYP2C9 inh: -1.0; PostGolgi yeast: -17.1; PTPN22 inh 2: 9.9; PTK2B oligo ant: -0.19; CYP2C9 act: 1; LYP act: -9.4; PostGolgi ctrl: 18.3

Results for CCOC(=O)c1c(N)c(C#N)cn1-c1ccccc1 ?
E coli WT exp: 0.0; DAT uptake mod: 0.624; CYP2C9 inh: -2.0; PostGolgi yeast: -5.3; PTPN22 inh 2: -16.1; PTK2B oligo ant: 0.09; CYP2C9 act: 1; LYP act: 15.6; PostGolgi ctrl: 12.5

What do the screens show for `CN1C2=NCCN2C(=O)c2ccccc21`?
E coli WT exp: 5.0; DAT uptake mod: -0.0299; CYP2C9 inh: -10.3; PostGolgi yeast: -2.7; PTPN22 inh 2: -5.5; PTK2B oligo ant: 0.29; CYP2C9 act: 1.1; LYP act: 3.8; PostGolgi ctrl: -11.6

What do the screens show for `COc1ccc(CCNC(=O)CCS(=O)(=O)c2ccc3c(c2)CCN3C(C)=O)cc1OC`?
E coli WT exp: 1.0; DAT uptake mod: -0.183; CYP2C9 inh: 31.8; PostGolgi yeast: 1.6; PTPN22 inh 2: -16.1; PTK2B oligo ant: 0.33; CYP2C9 act: 0.7; LYP act: 13.4; PostGolgi ctrl: 0.8

How did O=C1CN(C(=O)COC(=O)CCSc2ccccc2Cl)c2ccccc2N1 do in these assays?
E coli WT exp: 2.0; DAT uptake mod: -0.968; CYP2C9 inh: -29.6; PostGolgi yeast: 8.0; PTPN22 inh 2: -1.6; PTK2B oligo ant: 1.33; CYP2C9 act: 1.3; LYP act: 1.2; PostGolgi ctrl: -3.3

Results for CCc1ccc(NC(=O)Cn2c(=O)n(CCCC(=O)NCc3ccco3)c(=O)c3ccccc32)cc1 ?
E coli WT exp: 4.0; DAT uptake mod: 0.314; CYP2C9 inh: 28.3; PostGolgi yeast: -0.8; PTPN22 inh 2: -8.8; PTK2B oligo ant: -1.24; CYP2C9 act: 0.7; LYP act: 3.9; PostGolgi ctrl: -7.3

What do the screens show for `CCOc1ccc(N(Cc2cc3cc(OC)ccc3[nH]c2=O)C(=O)C2CCCO2)cc1` (centres undefined)?
E coli WT exp: 3.0; DAT uptake mod: 0.245; CYP2C9 inh: 67.8*; PostGolgi yeast: 4.3; PTPN22 inh 2: 5.1; PTK2B oligo ant: -0.36; CYP2C9 act: 0.3; LYP act: -5.7; PostGolgi ctrl: 8.8

Results for COc1cc(C(=O)NCc2nnc(SCC(=O)Nc3cccc(C)c3)o2)cc(OC)c1OC ?
E coli WT exp: -7.0; DAT uptake mod: -0.0186; CYP2C9 inh: 39.5; PostGolgi yeast: 6.8; PTPN22 inh 2: -6.6; PTK2B oligo ant: 1.16; CYP2C9 act: 0.6; LYP act: 6.5; PostGolgi ctrl: 0.4

Results for O=C(Oc1ccc2cccc(OC(=O)N3CCOCC3)c2c1)N1CCOCC1 ?
E coli WT exp: -1.0; DAT uptake mod: 0.197; CYP2C9 inh: 12.9; PostGolgi yeast: -1.8; PTPN22 inh 2: 1.4; PTK2B oligo ant: 1.06; CYP2C9 act: 0.9; LYP act: 1.0; PostGolgi ctrl: 2.1

Results for Cc1nnc(SC(=O)N2c3ccccc3Sc3ccccc32)s1 ?
E coli WT exp: -10.0; DAT uptake mod: -0.0417; CYP2C9 inh: 20.4; PostGolgi yeast: 12.8; PTK2B oligo ant: -2.56; CYP2C9 act: 0.8; PostGolgi ctrl: 75.0*

How did CCC(C)(C)NC(=O)C(c1ccccc1)N(C(=O)c1csnn1)C1CC1 (centres undefined) do in these assays?
DAT uptake mod: -1.13; PTPN22 inh 2: -6.4; PTK2B oligo ant: 1.83; LYP act: 2.7

Results for COc1ccc(/C=N/NC(=O)CN2CCS(=O)(=O)CC2)cc1 ?
E coli WT exp: -3.0; DAT uptake mod: -0.46; CYP2C9 inh: -3.0; PostGolgi yeast: -7.3; PTPN22 inh 2: 13.8; PTK2B oligo ant: 1.17; CYP2C9 act: 1; LYP act: -10.4; PostGolgi ctrl: 12.3

Results for COc1cc(N2CCCC2)c(OC)cc1/C=C(/C#N)c1cccc(F)c1 ?
E coli WT exp: -19.0; DAT uptake mod: -0.421; CYP2C9 inh: 22.0; PostGolgi yeast: 0.8; PTPN22 inh 2: -6.6; PTK2B oligo ant: -1.58; CYP2C9 act: 0.8; LYP act: 5.6; PostGolgi ctrl: 10.4

What do the screens show for `CC(=O)Nc1ccc(Oc2cc(C#N)c(C#N)cc2N2CCOCC2)cc1`?
E coli WT exp: -1.0; DAT uptake mod: 0.496; CYP2C9 inh: 52.6*; PostGolgi yeast: -3.0; PTPN22 inh 2: 9.5; PTK2B oligo ant: -0.26; CYP2C9 act: 0.5; LYP act: -7.4; PostGolgi ctrl: 8.7

Results for C=CCn1c2ccccc2c2nnc(SCC(=O)Nc3c(C)n(C)n(-c4ccccc4)c3=O)nc21 ?
E coli WT exp: -13.0; DAT uptake mod: 2.97*; CYP2C9 inh: 12.8; PostGolgi yeast: 6.2; PTPN22 inh 2: 0.5; PTK2B oligo ant: -0.74; CYP2C9 act: 0.9; LYP act: 0.0; PostGolgi ctrl: -3.3

What do the screens show for `COc1ccc(C)cc1-n1nnnc1SCc1cn2ccsc2n1`?
E coli WT exp: 0.0; DAT uptake mod: 0.322; CYP2C9 inh: 39.7; PostGolgi yeast: -5.3; PTPN22 inh 2: -3.7; PTK2B oligo ant: 0.99; CYP2C9 act: 0.6; LYP act: 1.0; PostGolgi ctrl: -2.9

How did O=C(O)CCC(=O)Nc1ccc(Cc2ccc(NC(=O)CCC(=O)O)c(O)c2)cc1O do in these assays?
E coli WT exp: 1.0; DAT uptake mod: -0.0407; CYP2C9 inh: -9.5; PostGolgi yeast: 4.5; PTPN22 inh 2: 3.3; PTK2B oligo ant: -0.01; CYP2C9 act: 1.1; LYP act: -3.4; PostGolgi ctrl: 5.9

Results for Cc1cnnc2ccc3c(no[n+]3[O-])c12 ?
E coli WT exp: 18.0; DAT uptake mod: 0.945; CYP2C9 inh: -1.9; PostGolgi yeast: 4.0; PTPN22 inh 2: -16.2; PTK2B oligo ant: -0.3; CYP2C9 act: 1; LYP act: 16.0; PostGolgi ctrl: 4.4

What do the screens show for `CCOC(=O)N1CCN(S(=O)(=O)c2ccc(OCC(=O)OC)c(C)c2)CC1`?
E coli WT exp: -2.0; DAT uptake mod: -0.428; CYP2C9 inh: 19.1; PostGolgi yeast: 4.8; PTPN22 inh 2: 3.5; PTK2B oligo ant: 0.06; CYP2C9 act: 0.8; LYP act: -1.0; PostGolgi ctrl: 4.6

What do the screens show for `Cc1ccc(C(=O)NCCSc2ccc(Cl)cc2)cc1[N+](=O)[O-]`?
E coli WT exp: -12.0; DAT uptake mod: 0.0578; PostGolgi yeast: 10.6; PTPN22 inh 2: 9.4; PTK2B oligo ant: -0.25; LYP act: -7.2; PostGolgi ctrl: 35.6*

What do the screens show for `O=c1[nH]c(SCc2n[nH]c(=S)n2-c2ccccc2)nc2sc3c(c12)CCC3`?
E coli WT exp: 6.0; DAT uptake mod: -0.342; CYP2C9 inh: 71.8*; PostGolgi yeast: 1.5; PTPN22 inh 2: 7.9; PTK2B oligo ant: -1.03; CYP2C9 act: 0.3; LYP act: -6.3; PostGolgi ctrl: 15.2

Results for CN(C)c1nc2n(c(=O)n1)CCS2 ?
E coli WT exp: 1.0; DAT uptake mod: 0.0124; CYP2C9 inh: -2.8; PostGolgi yeast: 6.5; PTPN22 inh 2: -9.8; PTK2B oligo ant: -1.29; CYP2C9 act: 1; LYP act: 8.7; PostGolgi ctrl: 12.3

Results for Nc1nc(CN2CCN(c3ccccc3)CC2)nc(N2CCCc3ccccc32)n1 ?
E coli WT exp: 6.0; DAT uptake mod: 0.09; CYP2C9 inh: 59.7*; PostGolgi yeast: 13.4; PTPN22 inh 2: 2.3; PTK2B oligo ant: 1.66; CYP2C9 act: 0.4; LYP act: -4.4; PostGolgi ctrl: 4.7

What do the screens show for `CCOC(=O)c1cnc2c(cnn2C)c1NCCC#N`?
E coli WT exp: 1.0; DAT uptake mod: 0.746; CYP2C9 inh: 4.5; PostGolgi yeast: 3.9; PTPN22 inh 2: -0.8; PTK2B oligo ant: 1.59; CYP2C9 act: 1; LYP act: 4.0; PostGolgi ctrl: 18.6

Results for FC(F)(F)c1cccc(Cn2nnnc2-c2cc(Cl)cc(Cl)c2)c1 ?
E coli WT exp: -8.0; DAT uptake mod: -0.00819; CYP2C9 inh: 61.9*; PostGolgi yeast: 3.0; PTPN22 inh 2: 14.2; PTK2B oligo ant: -1.01; CYP2C9 act: 0.4; LYP act: -11.7; PostGolgi ctrl: 27.3

Results for O=C(Cc1ccc(Cl)cc1)NCCCn1ccnc1 ?
E coli WT exp: 4.0; DAT uptake mod: -0.0215; CYP2C9 inh: 87.9*; PostGolgi yeast: 29.9; PTPN22 inh 2: 4.0; PTK2B oligo ant: -0.22; CYP2C9 act: 0.1; LYP act: -1.0; PostGolgi ctrl: -1.6

How did CCOC(=O)C1CCCN(C(=O)CSc2nccn2C)C1 (centres undefined) do in these assays?
E coli WT exp: 3.0; DAT uptake mod: -3.03*; CYP2C9 inh: 15.2; PostGolgi yeast: -3.9; PTPN22 inh 2: -2.2; PTK2B oligo ant: -0.02; CYP2C9 act: 0.8; LYP act: 1.0; PostGolgi ctrl: 5.0

What do the screens show for `COCC(=O)Nc1cc(C(=O)Nc2cccc(C)c2C)ccc1Cl`?
E coli WT exp: 2.0; DAT uptake mod: 0.0963; CYP2C9 inh: 58.5*; PostGolgi yeast: -9.5; PTPN22 inh 2: 3.0; PTK2B oligo ant: 1.01; CYP2C9 act: 0.4; LYP act: -0.2; PostGolgi ctrl: 6.6

Results for CC1Cc2ccccc2N1C(=O)CN1C(=O)NC(C)(c2ccc3c(c2)OCCO3)C1=O (centres undefined) ?
E coli WT exp: 0.0; DAT uptake mod: 0.659; CYP2C9 inh: -13.4; PostGolgi yeast: -2.1; PTPN22 inh 2: -4.3; PTK2B oligo ant: -0.84; CYP2C9 act: 1.1; LYP act: 2.7; PostGolgi ctrl: 10.1

What do the screens show for `CCCCCCc1cc2cc(-c3nnc(-c4ccccc4O)o3)c(=O)oc2cc1O`?
E coli WT exp: 1.0; DAT uptake mod: 0.476; CYP2C9 inh: 89.8*; PostGolgi yeast: 10.2; PTK2B oligo ant: -1.66; CYP2C9 act: 0.1; PostGolgi ctrl: 0.3

What do the screens show for `N#Cc1c2n(cnc1=O)CCCCC2`?
E coli WT exp: 0.0; DAT uptake mod: -0.465; CYP2C9 inh: 5.6; PostGolgi yeast: 7.4; PTPN22 inh 2: 9.4; PTK2B oligo ant: 0.58; CYP2C9 act: 0.9; LYP act: -6.0; PostGolgi ctrl: 0.9

Results for Cc1ccc(C(=O)Nc2ccc3c(c2)OCO3)cc1 ?
E coli WT exp: -3.0; DAT uptake mod: -0.0763; CYP2C9 inh: 26.7; PostGolgi yeast: -4.7; PTPN22 inh 2: -10.4; PTK2B oligo ant: -0.51; CYP2C9 act: 0.7; LYP act: 10.2; PostGolgi ctrl: 7.5
